aSyn tox rescue = rescues yeast growth from alpha-synuclein toxicity | S. cerevisiae alpha-synuclein toxicity rescue, BacTiter-Glo growth, 24 h | Potency, µM (series often up to 46.1 µM), for the others: at the top dose growth rescue (activation), usual class: activators | hit rate 0.02% among 94,000; active means well fitted activation curve with a large enough effect; inconclusive means small, poorly fitted or top-dose-only effect; further: 0% is about no effect
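Growth restoration measured by BacTiter-Glo luminescence after 24 hr at 30 deg C; alpha-synuclein yeast, raffinose-pregrown to mid-log, were added at OD600=0.02 in galactose medium onto pinned compounds.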
* marks the source's active call; other numbers are inactive results; ? = inconclusive; & = joins results of further samples; [ ] = another dose, or the depositor's remark. Potency means the concentration at half of the fitted maximal effect. An excerpt (hit frequency here may not be typical).

mol | aSyn tox rescue
Cc1nn(CC(=O)Nc2nccs2)c(C)c1[N+](=O)[O-] | 3%
CCOc1ccc(C(=O)Nc2nc(C)c(C(=O)OC)s2)cc1 | -5%
CCc1ccc(NC(=O)c2ccccc2Br)cc1 | -10%
O=C(CCCn1c2ccccc2c(=O)c2ccccc21)Nc1ccc(F)cc1Cl | -6%
C[C@@H]1CN([C@@H](C)CO)C(=O)CCCn2nncc2CO[C@H]1CN(C)C(=O)Nc1cccc(Oc2ccccn2)c1 | 7%
NC(=O)Nc1ccc(Oc2ncc(C(F)(F)F)cc2Cl)cc1 | 5%
Cn1nnnc1SCCNCc1ccccc1Cl | 3%
CC(C(=O)Nc1ccccc1)n1nnc2sc3c(c2c1=O)CCCC3 (configuration not stated) | 3%
O=C(NCC1CCCO1)c1c(O)nc2sccn2c1=O (configuration not stated) | 6%
CC(=O)Nc1ccc(NC(=O)C2CCN(S(=O)(=O)c3ccc4c(c3)CCCC(=O)N4)CC2)cc1 | 2%
CC(C)C1CC(C(F)(F)F)n2nc(C(=O)O)cc2N1 (configuration not stated) | 0%
COc1ccc(NC(=O)C2=C(C)Nc3nc(SCc4ccccc4C)nn3C2c2ccc(Br)cc2)cc1 (configuration not stated) | 2%
CCN1CCN(c2ccc(NS(=O)(=O)c3c(C)nc4sccn4c3=O)cc2Cl)CC1 | ?
CCCOc1ccc(CNC(=O)Cn2c(=O)oc3ccccc32)cc1 | 3%
Cc1cc(Nc2ccccc2O)nc(C)n1 | 4%
COc1ccc(CNC(=O)CCC2N=C3c4ccccc4N=C(SCc4ccccc4F)N3C2=O)cc1 (configuration not stated) | -3%
COCCCNc1nc2c(c(=O)[nH]c(=O)n2C)n1CC(O)COc1ccc(Cl)cc1 (configuration not stated) | -1%
CCOc1ccc2nc(N3CCCC(C(=O)NCc4ccc(C)cc4)C3)sc2c1 (configuration not stated) | 6%
O=S(=O)(N=C1C=CC(=NS(=O)(=O)c2ccccc2)c2ccccc21)c1ccccc1 | 6%
CCN(c1ccccc1)S(=O)(=O)c1ccc2[nH]cc(C(=O)NCc3ccc(C)cc3)c(=O)c2c1 | -5%
CC(C)CN1C(=O)C(=O)N(CC(=O)NC(C)CCc2ccccc2)C1=O (configuration not stated) | -8%
O=S(=O)(NCCc1csc2nc(-c3ccc(Cl)cc3)nn12)c1cccs1 | 2%
CCc1cc(=O)[nH]c(-n2[nH]c(-c3ccccc3)cc2=O)n1 | 6%
N#CC(C#N)=Cc1cnc(N2CCN(c3ccccc3)CC2)s1 | 2%
NS(=O)(=O)c1ccc(NC(=S)NC(=O)c2cccnc2)cc1 | 5%
C[C@H](O)[C@@H]1C(=O)N2CCc3c([nH]c4ccccc34)[C@@H]2C[C@@H]1N(C)C(=O)NC1CCCCC1 | -13%
O=C(O)c1c(-c2ccccc2)c(-c2ccccc2)nc2ccccc12 | -1%
CCOc1ccc(CNC(=O)C2CCN(S(=O)(=O)N3CCCCC3)CC2)cc1 | 3%
CCc1nnc(NC(=O)CSc2nnc(-c3ccccc3O)o2)s1 | 1%
CC(C)CC(NC(N)=O)C(=O)Nc1ccc2c(c1)OCO2 (configuration not stated) | -10%

4 of the compounds above, as labelled records:
CCN1CCN(c2ccc(NS(=O)(=O)c3c(C)nc4sccn4c3=O)cc2Cl)CC1
  aSyn tox rescue: ?

CCCOc1ccc(CNC(=O)Cn2c(=O)oc3ccccc32)cc1
  aSyn tox rescue: 3%

Cc1cc(Nc2ccccc2O)nc(C)n1
  aSyn tox rescue: 4%

COc1ccc(CNC(=O)CCC2N=C3c4ccccc4N=C(SCc4ccccc4F)N3C2=O)cc1 (configuration not stated)
  aSyn tox rescue: -3%

Additional compounds follow.
mol | aSyn tox rescue
O=C(Nc1ncc(Cc2ccc(Cl)cc2)s1)c1ccc2c(c1)CC(c1ccccc1)OC2=O (configuration not stated) | 1%
Cc1cc(Cl)ccc1NC(=O)COC(=O)c1nc2nccc(C)n2n1 | -5%
CC(NC(=O)NC12CC3CC(CC(C3)C1)C2)c1ccc2c(c1)OCO2 (configuration not stated) | -2%
COc1ccccc1CNC(=O)c1ccc(N2CCCC2)c(NC(=O)NCc2ccc(F)cc2)c1 | -12%
COc1ccc(CC(=O)NCc2ccccc2F)cc1S(=O)(=O)N1CCOCC1 | 1%
CSc1ccc(CCNS(=O)(=O)c2ccc3c(c2)C(C)(C)C(=O)N3C)cc1 | 3%
COc1ccc(CNC(=O)c2ccc(NC(=O)N3CCCCc4ccccc43)cc2)c(OC)c1 | 1%
Cc1cccc(C)c1OCc1nc2c3cnn(-c4cccc(F)c4)c3ncn2n1 | 3%
CNC(=O)C1CCC(Cn2c(=O)[nH]c3ccsc3c2=O)CC1 (configuration not stated) | -3%
O=[N+]([O-])c1cc(-c2nc(-c3ccncc3)no2)ccc1NCc1ccccc1 | -10%
COc1ccccc1Nc1c2c(nc3ccc(NC(=O)c4cccc(OC)c4OC)cc13)CCCC2 | 1%
CCC(CC)c1nn2c(=O)cc(COc3ccc(NC(=O)c4cccc(C)c4)cc3)nc2s1 | 0%
Cc1c(C(=O)OCc2ccccc2)[nH]c2c1C(=O)CC(c1ccc(Cl)cc1)C2 (configuration not stated) | 5%
CCOc1ccc(NC(=O)Cn2c(=O)n(-c3ccccc3)c(=O)c3c4c(sc32)CCCC4)cc1 | 0%
Cc1ccc(S(=O)(=O)N2CCCc3cc(NS(=O)(=O)c4ccc(C)c(C)c4)ccc32)cc1 | -2%
CC(C)(C)c1ccc(/C=N/NC(=O)C(=O)NCCCN2CCOCC2)cc1 | -6%
COc1ccc(-c2csc3ncnc(N4CCN(S(=O)(=O)c5ccc(Cl)s5)CC4)c23)cc1 | 6%
Cc1ccc(S(=O)(=O)N(CCc2ccccc2)CC(=O)Nc2ccc(Br)cc2)cc1 | -8%
O=C(c1cccc([N+](=O)[O-])c1)N(c1ccccn1)c1ccccn1 | 6%
CCCCNC(=O)CSc1nc2cc3c(cc2c(=O)n1CCCC(=O)NCCc1ccc(OC)c(OC)c1)OCO3 | -12%&-5%
Cc1cn2c(=O)cc(COc3ccccc3NC(=O)c3ccc(C(C)(C)C)cc3)nc2s1 | -6%
CCOC(=O)c1sc2ncn(CC(=O)Nc3ccc(OCC)cc3)c(=O)c2c1C | 2%
CCCCN(C)CCCNC(=O)Cn1ncc2c3ccccc3n(Cc3ccccc3)c2c1=O | -2%
O=S(=O)(Nc1cccc(C(F)(F)F)c1)c1ccc(NS(=O)(=O)c2ccc3c(c2)OCCO3)cc1 | -3%
Cc1ccccc1NC(=O)CSc1nnc(-c2cccs2)o1 | -7%
COc1ccccc1NC(=O)NC1CC(=O)N(c2ccc3c(c2)OCCO3)C1 (configuration not stated) | -9%
CCOc1ccccc1NC(=O)CSc1nnc2[nH]c(=O)cc(C)n12 | -3%
Cc1ccc(C)c(N2CCN(c3ncnc4c3nc3n4CCCCC3)CC2)c1 | 7%
COc1cc(Cl)c(C)cc1NC(=O)Cn1ncc2c1-c1cc(C)ccc1OC2 | -7%
COc1ccc(CCCc2nnc(SCC(=O)Nc3ccc(C)cc3C)o2)cc1 | -16%
O=C(c1ccc2c(c1)N(Cc1ccc(F)cc1)C(=O)c1ccccc1S2=O)N1CCC(Cc2ccccc2)CC1 (configuration not stated) | 12%
O=C(NC(c1ccccc1)c1ccccc1)C1(c2cccs2)CCOCC1 | 9%
C=CCOCCN(C)C1=NS(=O)(=O)c2ccccc21 | -9%
Cc1cc(-c2onc3ccc(Cl)cc23)ccc1O | 2%
O=C(COC(=O)CCC(=O)c1ccc(F)cc1)Nc1ccc(F)cc1F | 9%
Cc1ccc(C(=O)C(=O)c2ccc(C)c(N)c2)cc1N | 11%
Cc1ccc2nc(/C(C#N)=C/c3ccc(-c4cccc(Cl)c4)o3)[nH]c2c1 | -10%
CCc1ccc(CNC(=O)c2ccc(Cn3c(=O)c4cccn4c4cccnc43)cc2)cc1 | 5%
O=[N+]([O-])c1ccc(C=NN2CCOCC2)s1 | -6%
Nc1cccn2c(-c3ccc(Cl)cc3)cnc12 | -12%
CCOC(=O)C1CCN(C(=O)COC(=O)c2ccc(=O)n(Cc3ccccc3)n2)CC1 | 10%
O=[N+]([O-])c1cc(Cl)cc(/C=N/Nc2nc3ccccc3s2)c1O | -44%[inhibitor]
Cc1nc(N2CCCCC2)nc(N2CCCCC2)c1C=O | -8%
O=C(COC(=O)c1cc(S(=O)(=O)N2CCOCC2)ccc1F)c1ccc[nH]1 | 7%
COc1cc(C2N(c3cccc(Cl)c3)C(=O)C3CCCN32)cc(OC)c1OC (configuration not stated) | 4%
Cc1cccc(C)c1NC(=O)CCCCCNS(=O)(=O)c1ccccc1 | 8%
CCC1CN(C(=O)N2CCC(C(=O)NCc3cc(OC)ccc3OC)CC2)c2ccccc2O1 (configuration not stated) | -6%
C/C=C/C(=O)N1c2ccc(C)cc2C(C)=CC1(C)C | 11%
Cc1ccc(-n2c(-c3ccc(Cl)cc3)c[n+]3c2CCC3)cc1 | 2%
CCCCN(CC)C(=O)Cn1cc2c(n1)-c1c(oc(C(=O)N3CCCC3)c1C)CC2 | 3%
CC1CCCCC1NC(=O)CSc1nc2ccccc2[nH]1 (configuration not stated) | -1%
CCCCOc1ccc(OCCNC(=O)c2ccco2)cc1 | -13%
N#CC(C#N)=Cc1cccn1-c1ccc(C(=O)O)cc1 | 14%
O[C@@H]1CN(CC2CCCCC2)[C@@H](c2ccc(Cl)cc2)C[C@H]1n1cc(-c2ccc(F)cc2)nn1 | 1%
COc1ccc(CNc2nc(-c3ccco3)nn2S(=O)(=O)c2ccc(Cl)cc2)cc1OC | -2%
COc1ccccc1NC(=O)NNC(=O)c1ccc2c(c1)NC(=O)C(C)(C)O2 | -6%
CC(C)(C)C(=O)Nc1ccc(-c2nc3ccc(NC(=O)C(C)(C)C)cc3[nH]2)cc1 | 2%
Cc1ccc(S(=O)(=O)c2nc(-c3ccc(F)cc3)oc2N2CCN(c3ccccc3)CC2)cc1 | 0%
CCOc1ccc(NC(=O)CSc2nc3ccsc3c(=O)n2CCCCC(=O)O)cc1 | 5%
CCCOc1ccc(C(=O)N2CCC(c3nc4ccccc4s3)CC2)cc1 | 26%

As a working copy, 5 of the compounds above:
mol | aSyn tox rescue
COc1ccccc1NC(=O)NNC(=O)c1ccc2c(c1)NC(=O)C(C)(C)O2 | -6%
CC(C)(C)C(=O)Nc1ccc(-c2nc3ccc(NC(=O)C(C)(C)C)cc3[nH]2)cc1 | 2%
Cc1ccc(S(=O)(=O)c2nc(-c3ccc(F)cc3)oc2N2CCN(c3ccccc3)CC2)cc1 | 0%
CCOc1ccc(NC(=O)CSc2nc3ccsc3c(=O)n2CCCCC(=O)O)cc1 | 5%
CCCOc1ccc(C(=O)N2CCC(c3nc4ccccc4s3)CC2)cc1 | 26%

Other results follow.
mol | aSyn tox rescue
CCN(Cc1ccccc1)C(=O)CN1C(=O)COc2ccc(S(=O)(=O)N3CCCCCC3)cc21 | 1%
CCc1c(C(=O)Nc2ccc(C)c(C)c2)[nH]c(C)c1C(C)=O | -10%
O=c1oc2ccccc2c(N2CCN(c3ccccc3F)CC2)c1CN1CCCC1 | 0%
COc1cccc(CN2C(=O)c3ccccc3Sc3ccc(C(=O)NCCc4ccc(C)cc4)cc32)c1 | 3%
Cc1ccc2c(=O)c(C(=O)c3ccccc3)cn(CC(=O)Nc3ccc4c(c3)OCCO4)c2n1 | -4%
CC1=C(c2ccc(F)cc2)S(=O)(=O)N=C1N1CCC(C(=O)NCCc2ccco2)CC1 | -1%
CN1CCN(C(=O)c2ccc(Cn3cc(Cl)cn3)o2)CC1 | -2%
CCCOc1ccc(CNC(=O)CCCn2ncn3c(cc4sc(CC)cc43)c2=O)cc1 | -2%
COc1ccc(CN2C(=O)C(NC(=O)c3cccc(C)c3)(C(F)(F)F)N=C2c2ccccc2)cc1 (configuration not stated) | -1%
C=CCNC(=S)NN=C1CCC(c2ccccc2)CC1 (configuration not stated) | -2%
CCC(C(=O)N1CCN(c2ccccc2F)CC1)n1nc(C)c2sc3ccccc3c2c1=O (configuration not stated) | 13%
CCCCN(CCCC)c1nc(-c2ccccc2)nc2ccccc12 | -12%
CCN(Cc1ccncc1)Cc1c(O)ccc2cc(Br)ccc12 | -1%
Cc1cc(C)c(C)c(S(=O)(=O)NC(C)C(=O)O)c1C (configuration not stated) | -7%
Cc1ccccc1NC(=O)c1ocnc1C | 4%
O=C(NCCCn1ccnc1)c1cc(-c2cccc(O)c2)on1 | 9%
CN(CC1CCCO1)S(=O)(=O)c1ccc(C(=O)Nc2nc(-c3ccccn3)cs2)cc1 (configuration not stated) | 0%
Cc1cc(C)cc(NC2=CC(c3cccc(F)c3)N(c3cc(C)cc(C)c3)C2=O)c1 (configuration not stated) | 5%
CCc1ccc(NC(=O)C(=O)NCC(c2cccnc2)N2CCN(Cc3ccccc3)CC2)cc1 (configuration not stated) | -6%
Cc1ccccc1CNC(=O)C1CCCN(c2nnc(-n3c(C)ccc3C)s2)C1 (configuration not stated) | 6%
O=C(Cc1cccs1)NNC(=S)NC(=O)c1ccco1 | -27%
Cc1ccc(Cn2c(C(=O)O)c(CNCc3ccccc3Cl)c3ccc(C)cc32)cc1 | -1%
Cn1c(N)c(C(=O)COC(=O)C2CCN(S(=O)(=O)c3cccs3)CC2)c(=O)n(C)c1=O | -5%

Compound activity as filed in PubChem BioAssay.
